AMA1-RON2 inh: AMA1-RON2 (P. falciparum) interaction inhibition. AID 720542. Potency, µM (doses to about 58.2 µM), for the others: top-dose activity change, negative = inhibition, hits mostly inhibitors. AlphaScreen AMA1-biotinylated RON2 peptide binding. hit rate 0.2% among 360,000;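 also: potency is read from the fitted curve at half-maximal effect; 0% = vehicle wells and -100% = peptide control; nearly all actives have a fitted effect of over 45% in size; some results filed as inactive show a strong effect at the top dose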
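AMA1 (3D7) with his tag at 25 nM final met compounds first, then biotinylated RON2 peptide at 25 nM; detection used donor plus acceptor beads, 10 µg/mL apiece, read by AlphaScreen after 30 min at room temperature.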
HCV inh: inhibitors of hepatitis C virus infection | Huh7.5.1 HCVcc-Cre infection, luciferase reporter, 44 h | Potency, µM (series often up to 41.8 µM), for the others: top-dose activity change, negative = inhibition, most hits filed as inhibitors | hit rate 3.4% among 340,000 | AID 651820; also: potency is read from the fitted curve at half-maximal effect
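Infectious HCV cell culture screen: compound-treated cells (1,000/well, pre-plated 4 h) are infected with HCVcc-Cre at roughly 0.5 moi and grown 44 h. Infection is quantified by luciferase signal after 15 min substrate incubation at room temperature.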
TbPYK inhibitor: T. brucei pyruvate kinase inhibition; Q57TT1; TbPYK enzyme, Kinase-Glo Plus ATP luminescence, 45 min; Potency, µM (top dose mostly 76.8 µM), for inactives: at the top dose activity, negative = inhibition, hits mostly inhibitors; hit rate 0.12% among 410,000; also: potency is read from the fitted curve at half-maximal effect; nearly all actives have a fitted effect of over 50% in size
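Readout: single end-point luminescence (Kinase-Glo Plus, 10 min). Reaction conditions were TbPYK/substrate plus 130 uM ADP, 45 min at RT, pH 7.2 TEA buffer. No-enzyme wells served as controls, and data were normalized before concentration-response fitting.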
AmpC detergent: blocks E. coli AmpC beta-lactamase in detergent assay | P00811 | AmpC hydrolysis of nitrocefin, absorbance 480 nm, 0.01% Triton | Potency, µM (top dose mostly 114 µM), inactives show at the highest dose activity change, negative = inhibition, actives largely listed as inhibitors | hit rate 0.041% among 370,000;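 also: potency is read from the fitted curve at half-maximal effect; 0% = no-compound wells and -100% = no-enzyme wells; nearly all actives have a fitted effect of over 25% in size; some results filed as inactive show a strong effect at the top dose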
Target sequence (P00811 whole entry, looked up): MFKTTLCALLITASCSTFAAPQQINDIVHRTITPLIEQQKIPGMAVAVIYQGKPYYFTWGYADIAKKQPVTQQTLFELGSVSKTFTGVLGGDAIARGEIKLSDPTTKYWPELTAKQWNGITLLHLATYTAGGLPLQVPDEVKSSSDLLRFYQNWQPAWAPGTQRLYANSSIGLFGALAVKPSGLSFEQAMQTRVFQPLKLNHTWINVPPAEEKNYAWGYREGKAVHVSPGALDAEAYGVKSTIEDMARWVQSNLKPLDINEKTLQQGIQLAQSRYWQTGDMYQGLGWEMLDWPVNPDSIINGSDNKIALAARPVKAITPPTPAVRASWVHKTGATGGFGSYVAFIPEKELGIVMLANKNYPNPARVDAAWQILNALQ
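20 mM phosphate pH 7.0 + 0.01% (detergent screen) or 0.0001% Triton X-100; 5.3 nM AmpC reagent; cpd preinc 15 min RT; nitrocefin (800 uM stock) to start; A480 q20 s × 4 min; Activity was normalised to no-enzyme and no-compound control wells.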
AmpC no deterg: inhibitors of E. coli AmpC beta-lactamase without detergent; P00811; AmpC nitrocefin hydrolysis, absorbance 480 nm, 0.0001% Triton; Potency, µM (highest dose often 57.1 µM), for the others: top-dose activity change, negative = inhibition, most hits filed as inhibitors; hit rate 0.52% among 330,000;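 also: potency is read from the fitted curve at half-maximal effect; plate controls were no compound for no effect and no enzyme for full effect; nearly all actives have a fitted effect of over 20% in size; some results filed as inactive show a strong effect at the top dose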
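AmpC (5.3 nM in the dispensed reagent) in 20 mM phosphate pH 7.0 with 0.01% (detergent screen) or 0.0001% Triton X-100 was preincubated with compounds for 15 min at room temperature. Nitrocefin was then added from an 800 uM solution, and hydrolysis was followed at 480 nm.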
LmPK inhibitor: LmPK (Leishmania mexicana) enzyme inhibition. purified LmPK, Kinase-Glo ATP luminescence, 1 h. Potency, µM (top dose mostly 57.5 µM), for inactives: top-dose activity change, negative = inhibition, hits mostly inhibitors. AID 1721. hit rate 0.37% among 290,000. Q27686; also: potency is read from the fitted curve at half-maximal effect
Target sequence (Q27686 whole entry, looked up): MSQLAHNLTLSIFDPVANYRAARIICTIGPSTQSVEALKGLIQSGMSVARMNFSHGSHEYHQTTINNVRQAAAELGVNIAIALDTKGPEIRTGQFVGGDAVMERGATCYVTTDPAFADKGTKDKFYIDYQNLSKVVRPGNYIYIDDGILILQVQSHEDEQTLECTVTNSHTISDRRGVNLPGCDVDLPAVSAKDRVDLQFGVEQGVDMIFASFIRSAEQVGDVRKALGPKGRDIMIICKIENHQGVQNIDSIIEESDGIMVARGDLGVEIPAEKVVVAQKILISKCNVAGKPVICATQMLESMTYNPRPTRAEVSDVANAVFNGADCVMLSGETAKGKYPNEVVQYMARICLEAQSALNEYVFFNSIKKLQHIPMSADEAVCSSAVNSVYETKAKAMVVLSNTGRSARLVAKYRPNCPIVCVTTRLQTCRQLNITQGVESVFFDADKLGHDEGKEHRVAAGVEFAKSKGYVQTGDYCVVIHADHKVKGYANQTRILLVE
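0.1 nM LmPK, 0.5 mM PEP, 0.1 mM ADP; 50 mM imidazole pH 7.2, 7 mM MgCl2, 50 mM KCl; 1 h RT. Kinase-Glo luminescence readout, normalized to no-enzyme (full inhibition) and uninhibited wells.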
HCMV antiviral: human cytomegalovirus inhibition | HFF cells, HCMV-luciferase reporter, 72 h; hits give low values | activity change, negative = inhibition, % at 57.5 µM | hit rate 4.5% among 410,000 | AID 1259415; in the data active = activity change below about -60%; inconclusive = no clear call, values can overlap the other calls; inactive = above about -39%
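Screen run at 2 compound doses on HFFs infected with reporter HCMV, MOI 1 PFU/cell. Luciferase activity from cell lysates at 72 h post infection gave inhibition relative to buffer-only and Salinomycin wells.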
Active calls of the source: *; ? = inconclusive; / = no result given; [ ] = another dose, or the depositor's remark. Unless noted, calls follow the shape of the dose curve; as a rule, active = well fitted curve in the direction sought with a large enough effect; inconclusive = small, poorly fitted or top-dose-only effect, or another doubt; inactive = no such curve, though single readings can be large; an effect the other way counts as inactive or inconclusive. Unless noted, % is scaled to controls: 0 for no effect and ±100 for the full control effect.

(1) Cc1cccc(C)c1OCc1nnc2c3cnn(C)c3ncn12
(2) COc1ccc(CC(=O)N(C)Cc2cccc(F)c2)cc1S(=O)(=O)N1CCOCC1
(3) CCOC(=O)c1c(N2C(=O)Nc3cc(Cl)c(Cl)cc3N2O)sc2c1CCCCC2
(4) Cc1cc(C)n(-c2ccc(C(=O)Nc3ccc(S(=O)(=O)N(C)C)cc3)cc2)n1
(5) O=C(CNC(=O)c1ccc(Br)o1)NNC(=O)c1ccc(Cl)cc1
(6) CCOC(=O)C(C)Oc1ccc2c(-c3cccc([N+](=O)[O-])c3)cc(=O)oc2c1 (stereo not drawn)
compound no.	1	2	3	4	5	6
AMA1-RON2 inh	5%	59%[activator]	-2%	-14%	1%	-27%
HCV inh	13%	12%	-11%	?	14%	?
TbPYK inhibitor	2%	0%	-8%	-9%	7%	5%
AmpC detergent	-2%	-19%	-21%	-1%	-4%	-9%
AmpC no deterg	11%	3%	-30%	-1%	-16%	6%
LmPK inhibitor	3%	/	-4%	0%	/	-2%
HCMV antiviral	-12	?	/	-97*	83	2

(7) Cn1c(SCC(=O)OC2CCCCC2)nnc1-c1ccc2c(c1)OCO2
(8) O=C(NCc1ccccc1)c1cccc(NC(=O)C2CC2)c1
(9) CCOC(=O)c1cc(-c2ccccc2)sc1NC(=O)CSc1nncs1
(10) COc1ccccc1CCc1nnc(CCC(=O)NCC[C@@H]2C[C@@H]3C=C[C@H]2C3)o1
(11) Cc1ccc([N+](=O)[O-])c2cccnc12
(12) CS(=O)(=O)Nc1cc2c3c(c1)CCC(=O)N3CCC2
compound no.	7	8	9	10	11	12
AMA1-RON2 inh	7%	-6%	-3%	?	-25%	0%
HCV inh	11%	?	?	1%	9%	16%
TbPYK inhibitor	-17%	3%	1%	3%	5%	0%
AmpC detergent	?	/	1%	6%	?	?
AmpC no deterg	38%	/	-25%	158%[activator]	-16%	-6%
LmPK inhibitor	6%	/	2%	3%	-3%	-2%
HCMV antiviral	4	4	36	-26	-4	35

(13) CCCCN1C(=N)C(CC)(CC)C(=O)NC1=O
(14) COc1ccc(-c2nn(-c3ccccc3)cc2C(=O)N2CCN(S(=O)(=O)c3ccccc3C#N)CC2)cc1
(15) O=C(Nc1nnc([C@@H]2C[C@H](O)[C@@H](CO)O2)s1)c1ccccc1Cl
(16) Cc1cc(NC(=O)CCC(=O)N(c2ccccc2)C(C(=O)NC2CCCC2)c2ccncc2)no1 (stereo not drawn)
(17) CC(C)CCNC(=O)c1cc(Sc2ccc(F)cc2F)nc2ccccc12
(18) Cc1cc(C)c(NC(=O)c2ccc3c(c2)NC(=O)C(C)S3)c(C)c1 (stereo not drawn)
compound no.	13	14	15	16	17	18
AMA1-RON2 inh	38%[activator]	-9%	2%	17%	/	-11%
HCV inh	-4%	20%	/	9%	/	?
TbPYK inhibitor	-13%	1%	2%	-3%	1%	-3%
AmpC detergent	?	0%	/	?	2%	-3%
AmpC no deterg	-3%	20%	/	22%	/	-29%
LmPK inhibitor	-10%	/	/	-3%	/	/
HCMV antiviral	-24	?	57	-21	-2	-29

Rewritten field by field: entries from further up
[1] Cc1cccc(C)c1OCc1nnc2c3cnn(C)c3ncn12
  AMA1-RON2 inh = 5% | HCV inh = 13% | TbPYK inhibitor = 2% | AmpC detergent = -2% | AmpC no deterg = 11% | LmPK inhibitor = 3% | HCMV antiviral = -12

[2] COc1ccc(CC(=O)N(C)Cc2cccc(F)c2)cc1S(=O)(=O)N1CCOCC1
  AMA1-RON2 inh = 59%[activator] | HCV inh = 12% | TbPYK inhibitor = 0% | AmpC detergent = -19% | AmpC no deterg = 3% | LmPK inhibitor = / | HCMV antiviral = ?

Carrying on:
(19) Cc1cccc2c1N(CCOc1ccccc1)C(=O)C2=O
(20) Cc1ccc(OCCCn2c(-c3ccc(Cl)cc3)nc3ccccc3c2=O)c(C)c1
(21) COc1cccc(CCc2nnc(CCC(=O)N3CCCC3c3nccs3)o2)c1 (stereo not drawn)
(22) CCOC(=O)c1[nH]c2ccccc2c1N=C(C)N(CC)CC
(23) COc1ccc(/C=N/Nc2ccc(C(=O)O)cc2)c(OC)c1OC
(24) O=c1[nH]c(=O)n(Cc2ccco2)c2c1C(C(F)(F)F)(C(F)(F)F)N=C(c1ccc(F)cc1)N2
compound no.	19	20	21	22	23	24
AMA1-RON2 inh	-24%	/	12%	9%	-10%	6%
HCV inh	?	/	7%	-4%	24%	?
TbPYK inhibitor	-1%	2%	1%	3%	-6%	0%
AmpC detergent	-7%	2%	4%	-17%	9%	10%
AmpC no deterg	-26%	/	-6%	-11%	-21%	-17%
LmPK inhibitor	5%	/	0%	-3%	1%	3%
HCMV antiviral	?	19	18	32	20	43

(25) O=C(CCc1nc2ccccc2[nH]1)N1CCN(C(=O)c2ccco2)CC1
(26) O=C(NCc1ccccc1Cl)c1ccc2c(c1)SC1=NS(=O)(=O)CCN12
(27) O=C(NCCCN1CCOCC1)c1ccc(Sc2ccc(Br)cc2)c([N+](=O)[O-])c1
(28) Cc1ccn2c(=O)c(C(=O)NCCCN3CCCC3=O)c(O)nc2c1
(29) COC(=O)c1cc(OC)c(OC)cc1NC(=O)CCC1CCCC1
(30) COc1ccc(N(CC(=O)NC2CCCC2)C(=O)CCC(=O)Nc2cc(C)on2)c(OC)c1
compound no.	25	26	27	28	29	30
AMA1-RON2 inh	17%	5%	2%	0%	4%	-1%
HCV inh	-1%[8.37 µM]	17%	?	12%	?	3%
TbPYK inhibitor	-5%	-1%	7%	0%	1%	1%
AmpC detergent	1%	2%	-7%	?	-1%	-9%
AmpC no deterg	0%	-40%	-23%	-13%	66%[activator]	14%
LmPK inhibitor	-2%	0%	1%	0%	1%	-1%
HCMV antiviral	-12	?	-30	-17	-33	32

(31) CCn1c(=O)[nH]c2ccccc2c1=O
(32) Cc1cc(C(=O)NC(C)c2ccncc2)no1 (stereo not drawn)
(33) COc1ccccc1C(=O)NC(=O)Cn1nc(C)c([N+](=O)[O-])c1C
(34) N#CCCn1cc(/C=C2\NC(=S)N(c3ccccc3)C2=O)c(-c2ccc(F)cc2)n1
(35) O=C(COc1ccccc1[N+](=O)[O-])NCCCN1CCCC1=O
(36) CCCn1ncc(C(=O)O)c1C
compound no.	31	32	33	34	35	36
AMA1-RON2 inh	-16%	42%[activator]	16%	0%	-3%	7%
HCV inh	21%	-6%	14%	-8%	-8%	31%[activator]
TbPYK inhibitor	-1%	-6%	-1%	-11%	0%	2%
AmpC detergent	?	?	?	-7%	-6%	-14%
AmpC no deterg	-34%	-10%	-3%	-4%	-17%	-9%
LmPK inhibitor	0%	3%	/	-3%	/	-3%
HCMV antiviral	31	9	-4	-63*	-20	-35

(37) Cc1nn(-c2ccccc2)c(C)c1NC(=O)COC(=O)[C@@H](NC(=O)c1ccccc1)C(C)C
(38) CCOc1cc(/C=N/NC(=O)C(=O)NC)cc(Br)c1O
(39) Cc1ccsc1/C=N/N1CCN(c2ccccc2)CC1
(40) O=S(=O)(Nc1nccs1)c1ccc(NCc2cc(Br)cc(Br)c2O)cc1
(41) CC(C)N(C(=O)COC(=O)c1ccc(Cl)nc1)C(C)C
(42) Cc1ccc(CNC(=O)CCNS(=O)(=O)c2ccc3c(c2)c(=O)n(C)c(=O)n3C)cc1
compound no.	37	38	39	40	41	42
AMA1-RON2 inh	-14%	-14%	-17%	9%	20%	-2%
HCV inh	6%	31%[activator]	-7%	13%	13%	/
TbPYK inhibitor	-4%	-15%	1%	-20%	0%	0%
AmpC detergent	-10%	?	-5%	4%	-2%	-13%
AmpC no deterg	79%[activator]	-8%	-10%	?	-16%	2%
LmPK inhibitor	/	2%	0%	1%	0%	-4%
HCMV antiviral	-9	43	38	0	-27	9

(43) O=C(CSc1ncnc2nc[nH]c12)NCCc1ccccc1
(44) COc1ccc(CCn2c3c(c(=O)[nH]c2=O)C(NC(=O)c2ccc(C(C)(C)C)cc2)(C(F)(F)F)C(=O)N3)cc1OC (stereo not drawn)
(45) O=C(CCN1C(=O)S/C(=C\c2ccc(Cl)cc2)C1=O)Nc1ccc(C(=O)O)cc1
(46) O=C(CSc1n[nH]c(-c2ccccc2O)n1)NC1CCCCC1
(47) CN(C)C(=O)CSc1nnc([C@@H](N)Cc2ccccc2)o1
(48) COc1ccc(C2c3ccc4ccccc4c3Oc3ncn(Cc4ccco4)c(=N)c32)cc1OC (stereo not drawn)
compound no.	43	44	45	46	47	48
AMA1-RON2 inh	11%	/	8%	67%[activator]	75%[activator]	-8%[11.6 µM]
HCV inh	11%	/	18%	7%	6%	?
TbPYK inhibitor	1%	-6%	-19%	4%	-12%	-3%
AmpC detergent	-5%	-3%	?	?	-15%	-3%
AmpC no deterg	-9%	/	-20%	-13%	-7%	83%[activator]
LmPK inhibitor	1%	/	-11%	4%	-5%	-4%
HCMV antiviral	19	1	23	4	10	-6

(49) COc1ccc(CN(Cc2cccn2C)S(=O)(=O)c2cccc(C(F)(F)F)c2)cc1
(50) Cc1cc(NC(=O)CSCC(=O)Nc2ccccc2OC(F)F)no1
(51) CCOC(=O)Cc1cc(=O)n2[nH]cc(-c3ccc(Cl)cc3)c2n1
(52) COc1ccc(OC)c(-c2csc(N(Cc3ccco3)C(=O)c3cccs3)n2)c1
compound no.	49	50	51	52
AMA1-RON2 inh	-16%	1%	58%[activator]	?
HCV inh	?	2%	18%	13µM*
TbPYK inhibitor	-10%	-3%	-3%	5%
AmpC detergent	-4%	?	-1%	-9%
AmpC no deterg	-19%	-16%	-38%	-38%
LmPK inhibitor	0%	/	0%	-3%
HCMV antiviral	-32	-8	-32	-8

Entries by screen from the entries so far.
HCMV antiviral, compounds 34 to 41, in order: -63*, -20, -35, -9, 43, 38, 0, -27
AMA1-RON2 inh, compounds 34 to 41, in order: 0%, -3%, 7%, -14%, -14%, -17%, 9%, 20%

Some of these compounds in order of molar mass, ascending:
(46) O=C(CSc1n[nH]c(-c2ccccc2O)n1)NC1CCCCC1
(50) Cc1cc(NC(=O)CSCC(=O)Nc2ccccc2OC(F)F)no1
(52) COc1ccc(OC)c(-c2csc(N(Cc3ccco3)C(=O)c3cccs3)n2)c1
(49) COc1ccc(CN(Cc2cccn2C)S(=O)(=O)c2cccc(C(F)(F)F)c2)cc1
compound no.	46	50	52	49
AMA1-RON2 inh	67%[activator]	1%	?	-16%
HCV inh	7%	2%	13µM*	?
TbPYK inhibitor	4%	-3%	5%	-10%
AmpC detergent	?	?	-9%	-4%
AmpC no deterg	-13%	-16%	-38%	-19%
LmPK inhibitor	4%	/	-3%	0%
HCMV antiviral	4	-8	-8	-32

Screens deposited in PubChem by National Center for Advancing Translational Sciences (NCATS).
